Gli-Sufu block – Gli-Sufu pathway antagonism; Sufu-KO-LIGHT fibroblasts, Gli luciferase reporter luminescence; inhibition, % at 5 µM; 340,000 compounds, 0.74% hits;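 active means inhibition above about 55%, limit read from the data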;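 further: 0% = DMSO-treated cells and 100% = wells with medium but no cells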
CCR6 antagonist – antagonists of human CCR6 receptor; CHO-K1 CCR6 PathHunter beta-arrestin, luminescence, CCL20-stimulated; inhibition, % at 20 µM; 340,000 compounds, 0.49% hits;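 active means compounds whose inhibition of the agonist-driven luminescence signal at 20 µM reaches about 50%, limit read from the data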;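 further: cells stimulated with CCL20 at 14 nM final; plate controls were DMSO with CCL20 for no effect and DMSO without agonist for full effect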
Target sequence (P51684 whole entry, looked up): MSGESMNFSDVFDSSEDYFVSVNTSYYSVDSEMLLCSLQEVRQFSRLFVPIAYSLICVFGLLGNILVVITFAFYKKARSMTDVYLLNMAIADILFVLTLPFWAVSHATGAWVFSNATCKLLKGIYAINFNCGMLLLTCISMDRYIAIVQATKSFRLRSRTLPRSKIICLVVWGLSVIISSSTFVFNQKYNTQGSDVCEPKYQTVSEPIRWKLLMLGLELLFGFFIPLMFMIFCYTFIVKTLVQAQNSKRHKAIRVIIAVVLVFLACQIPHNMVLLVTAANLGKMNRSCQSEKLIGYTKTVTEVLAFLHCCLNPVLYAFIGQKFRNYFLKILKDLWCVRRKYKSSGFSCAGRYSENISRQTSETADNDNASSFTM
APOBEC3G inh – APOBEC3G (human) deaminase inhibition; inhibition, % at 20 µM; AID 493012; 330,000 compounds, 0.28% hits; recombinant A3G, ssDNA deamination FAM/TAMRA fluorescence; Q9HC16;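 active means inhibition of at least 40% at 20 µM, with no more than 30% in the related APOBEC3A deaminase screen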;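 further: plate controls were DMSO wells with A3G for no effect and wells lacking A3G enzyme for full effect; some compounds called inactive have numbers as strong as hits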
Target sequence (Q9HC16 whole entry, looked up): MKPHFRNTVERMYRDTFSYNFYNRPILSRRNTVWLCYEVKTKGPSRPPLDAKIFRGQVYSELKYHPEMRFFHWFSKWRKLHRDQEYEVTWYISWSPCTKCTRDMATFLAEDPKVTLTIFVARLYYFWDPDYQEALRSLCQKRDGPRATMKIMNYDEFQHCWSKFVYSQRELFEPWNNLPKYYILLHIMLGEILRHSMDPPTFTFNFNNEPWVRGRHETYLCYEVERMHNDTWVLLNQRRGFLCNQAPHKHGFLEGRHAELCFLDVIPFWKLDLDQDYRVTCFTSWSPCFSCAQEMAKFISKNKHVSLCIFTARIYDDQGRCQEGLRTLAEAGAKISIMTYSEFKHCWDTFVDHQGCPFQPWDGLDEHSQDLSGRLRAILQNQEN
CXCR6 inh – blocks human CXCR6 beta-arrestin recruitment; CHO-K1 PathHunter CXCR6 beta-arrestin, luminescence; inhibition, % at 20 µM; 360,000 compounds, 0.36% hits; AID 602244; in the data active means inhibition above about 34%, passing the limit was not always enough;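 further: antagonist mode with CXCL16 agonist at 10 nM final; 0% = 10 nM CXCL16 with DMSO and 100% = unstimulated wells without agonist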
APOBEC3A inh – blocks human APOBEC3A ssDNA deamination; inhibition, % at 20 µM; recombinant A3A, FAM/TAMRA ssDNA deamination fluorescence; P31941; 330,000 compounds, 0.41% hits;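 active means at least 40% inhibition at 20 µM here, with at most 30% in a related deaminase screen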;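 further: plate controls were A3A with DMSO for no effect and wells lacking A3A enzyme for full effect; some results filed as inactive read as strong as hits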
Target sequence (P31941 whole entry, looked up): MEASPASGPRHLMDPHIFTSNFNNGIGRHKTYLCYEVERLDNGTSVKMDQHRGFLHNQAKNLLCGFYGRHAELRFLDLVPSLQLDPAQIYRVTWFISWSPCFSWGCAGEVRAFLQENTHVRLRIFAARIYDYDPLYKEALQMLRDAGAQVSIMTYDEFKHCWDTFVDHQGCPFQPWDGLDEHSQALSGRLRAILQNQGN
EBI2 antag – EBI2 (human) antagonism | P32249 | EBI2 beta-arrestin recruitment, luminescence, 7a,25-OHC stimulated | inhibition, % at 5 µM | 360,000 compounds, 0.81% hits | AID 651636; in the data active means inhibition above about 38%;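 further: enzyme fragment complementation signal reports receptor beta-arrestin coupling in cells; 0% = agonist plus DMSO wells and 100% = wells without agonist; some results beyond the cut were filed as inactive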
MPTP inh – blocks calcium-induced mitochondrial swelling. isolated mouse mitochondria, Ca2+ swelling absorbance, 30 min. inhibition, % at 10 µM. 360,000 compounds, 1.4% hits. AID 602449;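 active means inhibition of 50% or more, scaled per plate between neutral and stimulator controls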;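 further: 0% = DMSO wells given calcium and 100% = 1 mM EGTA wells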
NR3A LBD binder – modulates the human NR3A ligand-binding domain; NR3A LBD differential scanning fluorimetry, Tm shift; 0% = protein alone, 100% = glycine-bound protein; Tm shift relative to glycine control, % at 25 µM; 340,000 compounds, 2.5% hits;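 active means melting temperature shift of at least 10% of the positive control shift, at one fixed dose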
The depositor's hits bear a star; . = no result given.

SMILES	Gli-Sufu block	CCR6 antagonist	APOBEC3G inh	CXCR6 inh	APOBEC3A inh	EBI2 antag	MPTP inh	NR3A LBD binder
CC1Cc2cc(S(=O)(=O)CCC(=O)NC3CCCCC3)ccc2N1C(=O)C1CC1 (centres undefined)	28	-7	-6	2	-4	2	-0.4	-3
CN(C)CCCN(C(=O)c1ccco1)c1nc2c(F)cccc2s1	3	4	-4	4	3	-1	0.4	-2
CCOC(=O)NCN1C(=O)C2C3C=CC(C3)C2C1=O (centres undefined)	-16	9	2	0	1	-4	-4.9	-4
COC(=O)c1c(C)oc2cc(Br)c(OCC(=O)C(C)(C)C)cc12	-1	-9	-8	-2	-3	17	4.3	0
CCc1ccccc1NC(=O)Nc1ccc2c(c1)OCO2	-25	13	1	-9	-2	-9	5.2	0
CCC1CCCCN1CCCNC(=O)c1ccc2c(c1)N(Cc1c(F)cccc1Cl)C(=O)CS2 (centres undefined)	37	10	-5	18	-5	-2	-3.3	0
Cc1ccc(-c2n[nH]c(=O)c3ccccc23)cc1S(=O)(=O)N(C)C	4	8	-7	11	-4	11	0.0	-1
COc1cccc(-n2c(=O)c3ccccc3n3c(=S)[nH]nc23)c1	-10	6	39	8	-2	-1	0.4	2
Cc1nn(-c2ccccc2)c(C)c1/C=N/NC(=O)c1cc(C2CC2)[nH]n1	-2	-3	-3	11	-3	0	-2.5	-1
COc1cc(NC(=O)C2=COCCO2)c(OC)cc1Cl	-38	9	8	-6	-4	-6	-0.1	-1
COc1cc(NC(=O)CN2CCN(C(=O)C3CCCO3)CC2)c(OC)cc1Cl (centres undefined)	-1	3	3	1	5	9	0.2	-1
Cc1cc(C)n(CCN(C)C(=O)CCc2nnc(CCC3CCCCC3)o2)n1	-12	3	-4	-8	-1	7	0.9	0
COc1ccc(-c2cc(C(=O)O)c3c(C)nn(-c4ccccn4)c3n2)cc1	-1	1	-9	.	-6	.	.	2
Cc1ccc(C(C)C)c(OCc2ccc(C(=O)N/N=C/c3ccc(C(=O)O)cc3)cc2)c1	14	8	-3	-3	-8	40*	33	1
NS(=O)(=O)c1ccc(CCNC(=O)c2ccc[nH]c2=S)cc1	6	-4	28	12	-3	-7	0.3	1
COc1cc(C(=O)NC(C)c2ccc(-n3ccnc3)cc2)cc(OC)c1C (centres undefined)	-15	11	-4	9	21	12	-0.2	4
S=C(NCCc1ccccc1)Nc1c(Cl)cccc1Cl	-6	11	5	-5	3	-2	4.1	1
CCN(C(=O)COC(=O)Cc1c(F)cccc1Cl)c1c(N)n(Cc2ccccc2)c(=O)[nH]c1=O	-4	2	-5	-2	-1	-12	-0.3	-3
NC(=O)C1CCN(C(=O)CN2CCc3ccccc32)CC1	-3	1	-10	4	-6	6	-0.1	-2
CC(=O)N/C(=C\c1cccc([N+](=O)[O-])c1)C(=O)NC(C)C	0	5	-5	3	-5	-3	0.1	-5
CC(=O)Nc1ccc(S(=O)(=O)NC(C)c2ccncc2)cc1 (centres undefined)	10	4	-4	-4	-1	-10	-0.9	0
COc1ccc(Br)cc1C(=O)Nc1ccc(C(=O)O)cc1	-7	-1	-3	3	0	-8	-1.3	1
Cc1cc(C)c(S(C)(=O)=O)c(S(=O)c2ccc(Cl)cc2)n1 (centres undefined)	-47	-12	-4	-11	-1	-4	-4.3	0
COc1ccc(OC)c(S(=O)(=O)N2CCC(C(=O)N3CCCCCC3)CC2)c1	20	-2	-2	-2	1	4	-0.2	-1
COC(=O)c1ccc2c(c1)NC(=O)C(N1CCCCC1)S2 (centres undefined)	9	-17	-5	-10	0	-1	2.7	-1
CC(C)(C)NC(=O)NC(=O)COC(=O)C1CCN(S(=O)(=O)c2cccs2)CC1	10	-1	-5	5	-4	-3	-1.3	0
COC(=O)C=C1CCC2C3CCC4=CC(=O)CCC4(C)C3C(=O)CC12C (centres undefined)	1	14	.	-1	.	1	-1.8	3
COc1ccc(-c2cc(C(=O)NN)n(-c3ccccc3)n2)cc1	-33	-3	0	-18	5	-5	-0.5	-3
COCCN(C(=O)COC(=O)c1ccc2c(c1)OCCO2)c1c(N)n(Cc2ccccc2)c(=O)[nH]c1=O	0	5	-8	-3	-1	-8	-0.4	3
CCc1nnc(NS(=O)(=O)c2ccc(NC(=O)/C=C/c3ccccc3Cl)cc2)s1	-2	12	2	4	3	3	0.3	7
COc1cc(CN2CCN(S(=O)(=O)c3ccc(F)cc3)CC2)cc(OC)c1OC	1	-1	-5	-9	-4	2	0.5	-3
CCOc1ccc(-c2nnc(NC(=O)CCCOc3cccc(C)c3)o2)cc1	-25	16	-1	7	5	5	3.2	-3
CCOC(=O)c1cc(S(=O)(=O)N2CCC(C)CC2)cn1C	8	-21	-4	0	-3	-3	4.2	1
Cc1ccc2nc(SCC(=O)Nc3ccc(C)c([N+](=O)[O-])c3)[nH]c2c1	-2	13	-14	2	-2	-6	5.6	-18
CCn1c(SCc2nc(-c3ccccc3)no2)nnc1-c1ccco1	1	3	-6	-1	-1	8	1.1	0
NCC(c1ccccc1)(c1ccccc1)c1ccccc1	1	-1	-13	9	-6	-6	0.5	-1
COc1ccc(C(=O)N(C)Cc2ccc(C)o2)cc1OC1CCN(C(C)C)CC1	19	5	1	3	-1	-2	0.5	7
CCCN1C(=O)C(O)(c2c(C)[nH]c3ccccc23)c2ccccc21 (centres undefined)	3	0	2	1	4	5	1.1	-1
CCC(=O)N(CC)c1nc(-c2cc(OC)ccc2OC)cs1	4	-7	-6	-5	-4	13	0.7	1
COc1ccc(CCC(=O)OCC(=O)NCc2ccccc2)cc1	-2	2	10	3	3	-5	-1.3	0
Cc1cccc(NC(=O)NC2CCCCCCC2)c1C	-6	2	-4	10	-1	9	5.6	-1
N#Cc1c(NC(=O)c2ccc(Br)o2)n(-c2ccccc2)c2nc3ccccc3nc12	3	-7	-6	0	-8	2	48	-3
COc1cc(/C=N/N2CCN(c3ccccc3OC)CC2)ccc1O	-18	8	-8	2	-2	-5	0.1	2
CCc1ccc(C(=O)OCC(=O)Nc2cccc(S(=O)(=O)NC3=NCCCCC3)c2)cc1	1	-8	1	-11	1	-7	-0.9	0
O=C(CSc1nc2ccccc2c(=O)n1NC(=O)c1ccccc1)c1ccc(Cl)cc1	-51	-2	-9	1	-4	1	7.7	4
Clc1cc(NCc2ccccc2)ncn1	-17	-8	-3	-11	1	-9	1.1	4
Cc1cc(C)cc(NC(=O)c2ccc(S(=O)(=O)N(C)CC3CCCO3)cc2)c1 (centres undefined)	-2	14	-6	-1	-3	11	0.7	6
CCNC(=O)c1cc(Cl)ccc1OC	-6	-1	-4	-2	-3	-6	3.4	0
CN(C)CCN(Cc1ccccc1)c1ccccn1	5	19	-9	7	2	-3	-3.1	-1
O=C(Cc1cccs1)Nc1nnc(CCc2ccccc2)s1	-2	1	-6	0	-3	-2	-0.3	1
CS(=O)(=O)c1cccc(-c2nnc(NC(=O)c3ccc4ncsc4c3)o2)c1	-18	16	-5	4	1	-2	0.1	-3
CC(C)(C)NC(=O)CN(C(=O)CN1C(=O)C(=O)c2ccccc21)C(C)(C)C	2	-1	-1	2	-1	-15	-1.3	1
COc1ccc(NC2CCCN(C(=O)CN3CCOC3=O)C2)cc1OC (centres undefined)	-13	-19	-4	-21	-7	-6	0.4	0
O=C(c1ccccc1NS(=O)(=O)c1ccc(F)cc1)N1CCc2ccccc21	-11	-22	-1	0	6	-2	2.1	-1
COC(=O)c1ccn(C(=O)c2ccc(Cl)cc2)n1	1	-13	-2	9	1	-4	-0.7	1
O=C(COC(=O)Cc1ccc(Cl)cc1)NCc1ccc(F)cc1	-1	12	-11	2	-5	4	-0.5	2
CC(C)(C)NC(=O)C(OC(=O)c1ccco1)c1ccccc1F (centres undefined)	-4	-3	-6	-2	-1	0	4.2	-1
O=C(NCC(=O)N1CCOCC1)c1ccc(Cl)cc1	-11	-3	-5	1	-2	-8	1.2	2
O=C(C1CCCN(S(=O)(=O)c2cccs2)C1)N1CCC(N2CCCCC2)CC1 (centres undefined)	9	0	-6	10	-2	-5	-0.9	0
CCSC1=N/C(=C\c2ccc(C)s2)C(=O)S1	-1	23	-5	4	-2	4	1.5	13*

Remaining list, next part
SMILES	Gli-Sufu block	CCR6 antagonist	APOBEC3G inh	CXCR6 inh	APOBEC3A inh	EBI2 antag	MPTP inh	NR3A LBD binder
Cc1cnc(NC(=O)c2ccc(-c3nc4ccccc4s3)o2)s1	-29	1	0	11	6	-3	-3.6	-9
CC(C)C[C@H]1CNC(=S)N1CC1CCN(CCCC2CCCC2)CC1	7	9	.	1	.	-1	-0.7	1
Cc1ccc(NC(=O)CN2CCC(NC(=O)Cc3ccccc3)CC2)c(C)c1	1	21	-7	-2	-2	1	-2.1	1
O=C(COC(=O)c1ccc([N+](=O)[O-])s1)NNC(=O)c1ccccc1	0	-14	-1	-14	1	-3	2.8	2
CC(=O)c1ccc2noc(-c3cccc(C)c3)c2c1	2	-1	-1	-4	-1	-8	-3.5	-1
Cc1occc1C(=O)NNC(=O)C1CCCCC1	-10	5	-6	1	-1	-3	0.1	-1
Cc1cccc(C)c1NC(=O)CN(C)C(=O)C1=COCCO1	-2	0	1	1	1	-1	-2.6	2
Cc1cc(C(=O)NCc2cccnc2)n(-c2ccccc2)n1	-2	3	-7	-1	0	-3	-0.6	-1
Cc1ccc(C)c(S(=O)(=O)N(C)c2ccc(OC(=O)C3CCN(C(=O)c4ccc(F)cc4)CC3)cc2)c1	-15	8	.	6	.	8	0.7	0
Cc1ccc(S(=O)(=O)N2CCC[C@H]2C(=O)OCC(=O)N2c3ccccc3NC(=O)C2(C)C)cc1	-2	-1	.	-2	.	-4	-1.5	-1
CC1=C(C#N)C(c2ccccc2)C2=C(N1)c1ccccc1C2=O (centres undefined)	10	46	-7	14	-5	4	1.4	-17
COc1ccc(/C=N/NC(=O)C(C)n2cnc3ccccc3c2=O)cc1OC (centres undefined)	-4	-3	-6	6	-2	-13	6.7	-6
Cc1c(NC(=O)CSc2nnnn2Cc2ccccc2)c(=O)n(-c2ccccc2)n1C	5	-2	-2	-2	6	-2	-2.0	0
O=C(NCc1ccco1)C12CN(Cc3ccccc3)CC1C(c1ccc([N+](=O)[O-])cc1)=NO2 (centres undefined)	1	10	-7	-3	-4	5	0.3	-1
O=C(CN1C(=O)C(c2ccc(F)cc2)=NC12CCCC2)Nc1ccc(F)cc1	41	11	2	-1	-2	-7	60*	-4

Quoted at random: 4 records from the list.
SMILES	Gli-Sufu block	CCR6 antagonist	APOBEC3G inh	CXCR6 inh	APOBEC3A inh	EBI2 antag	MPTP inh	NR3A LBD binder
Cc1ccc(NC(=O)CN2CCC(NC(=O)Cc3ccccc3)CC2)c(C)c1	1	21	-7	-2	-2	1	-2.1	1
Cc1cc(C(=O)NCc2cccnc2)n(-c2ccccc2)n1	-2	3	-7	-1	0	-3	-0.6	-1
CC(C)C[C@H]1CNC(=S)N1CC1CCN(CCCC2CCCC2)CC1	7	9	.	1	.	-1	-0.7	1
O=C(CN1C(=O)C(c2ccc(F)cc2)=NC12CCCC2)Nc1ccc(F)cc1	41	11	2	-1	-2	-7	60*	-4

More records:
SMILES	Gli-Sufu block	CCR6 antagonist	APOBEC3G inh	CXCR6 inh	APOBEC3A inh	EBI2 antag	MPTP inh	NR3A LBD binder
Cc1cccc(OCC(=O)NCCNC(=O)c2ccncc2)c1	-9	-3	-2	-2	3	1	0.0	-2
O=C(NCCc1ccccc1)c1c[nH]c2ccc(F)cc2c1=O	-5	-12	.	-9	.	3	0.4	0
C/C(Cc1ccccc1)=N\NC(=O)CNC(=O)c1cccc(Cl)c1	4	8	-7	-1	-3	-6	-0.2	-1
Cc1nc2cc(NS(=O)(=O)c3cccc(F)c3)ccc2s1	5	1	-6	-5	-4	1	-1.0	7
CC(=O)c1c(C)[nH]c(C(=O)Nc2cc(F)ccc2C)c1C	-11	12	-9	-2	-5	-3	0.9	0
CC1CCCC(NC(=O)COC(=O)c2cc(=O)[nH]c3ccccc23)C1C (centres undefined)	1	10	-7	4	-1	4	0.6	1
C/C(=N\NC(=O)C1COc2ccccc2O1)c1ccccn1 (centres undefined)	89*	78*	1	75*	4	1	-2.6	-5

Screening results from PubChem BioAssay.
